Compound activity deposited in PubChem BioAssay by several laboratories.
GSH bead fluor: compound fluorescence on glutathione beads, profiling panel, artefact control, biophysical, 488/530 nm, flow cytometry; GSH beads flow cytometry, compound fluorescence 488/530 nm; active compounds read high; fluorescence (KMESF) at 10 µM; 190,000 tested, 0.25% active; in the data active means fluorescence above about 89;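 further: glutathione beads carrying GST-tagged Bcl family fusion proteins plus one bare bead set; values are compound well signal with DMSO vehicle wells as background; inactives centre near 16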
RGS8-Gao: RGS8-Galphao binding modulators, primary screen, biochemical, multiplexed bead flow cytometry; response (percent of control binding), % at 10 µM; actives lie on both sides; 220,000 tested, 0.34% active; in the data active means response below about 60% or above about 140%; inactive means in between;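 further: Galphao activated as the GDP aluminium fluoride complex binding bead-coupled RGS8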
Target sequence (P09471 whole entry, looked up): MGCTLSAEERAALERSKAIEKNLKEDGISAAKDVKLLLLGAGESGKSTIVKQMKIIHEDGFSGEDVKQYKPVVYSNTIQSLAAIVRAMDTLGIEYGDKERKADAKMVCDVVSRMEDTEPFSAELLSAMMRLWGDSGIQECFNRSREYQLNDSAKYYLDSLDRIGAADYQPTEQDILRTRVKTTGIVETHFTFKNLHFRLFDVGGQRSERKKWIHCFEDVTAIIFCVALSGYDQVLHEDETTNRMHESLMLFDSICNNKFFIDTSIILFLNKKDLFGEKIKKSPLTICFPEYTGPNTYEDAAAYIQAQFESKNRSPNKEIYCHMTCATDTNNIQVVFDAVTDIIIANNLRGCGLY
RGS7-Gao reg: RGS7-Galphao binding modulators, primary screen, biochemical, multiplexed bead flow cytometry. Guanine nucleotide-binding protein G(o) subunit alpha (Homo sapiens), P09471. actives lie on both sides. binding response (% of control), % at 10 µM. 220,000 tested, 0.35% active. AID 1439, 2008; in the data active means binding response below about 49% or above about 150%;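 further: fluorescent Galphao held in activated GDP-AlF4 state binding bead-coupled RGS7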
Mcl1-Bid inh: Mcl-1/Bid binding inhibitors, primary screen, biochemical, TR-FRET, 1536-well; inhibition, % at 21.7 µM; 220,000 tested, 0.97% active; Induced myeloid leukemia cell differentiation protein Mcl-1 (Homo sapiens), Q07820; TR-FRET Mcl-1/Bid-Dy647 peptide binding;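 active means compounds that cut the binding signal by more than half at the single screening dose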;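 further: His-tagged Mcl-1 with europium anti-His antibody binding Bid BH3 peptide; 0% = Mcl-1 plus peptide wells and 100% = peptide-only wells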
RGS4-Gao reg: modulators of RGS4 binding to Galphao, primary screen, biochemical, multiplexed bead flow cytometry. Guanine nucleotide-binding protein G(o) subunit alpha (Homo sapiens), P09471. actives lie on both sides. binding response (% of control), % at 10 µM. 220,000 tested, 0.33% active. AID 1415, 2008; in the data active means binding response below about 49% or above about 150%; inactive means in between;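 further: fluorescent Galphao activated with aluminum fluoride binding bead-coupled RGS4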
Bim-Bcl-W: inhibitors of Bim binding to Bcl-W, primary screen, biochemical, multiplexed, bead-based flow cytometry; inhibition, % at 10 µM; Bcl-2-like protein 2 (Homo sapiens), Q92843; Bim peptide-Bcl-W binding; AID 952, 2007; 190,000 tested, 0.02% active;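 further: 0% = bound tracer without compound and 100% = peptide blocker; higher means less fluorescent Bim peptide bound to Bcl-W beads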
Target sequence (Q92843 whole entry, looked up): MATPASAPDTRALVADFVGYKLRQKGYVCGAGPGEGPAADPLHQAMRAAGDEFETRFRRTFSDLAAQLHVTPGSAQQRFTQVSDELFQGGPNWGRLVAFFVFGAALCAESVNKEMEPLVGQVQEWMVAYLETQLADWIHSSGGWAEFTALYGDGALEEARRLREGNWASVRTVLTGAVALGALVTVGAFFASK
Bcl-B Bim block: inhibitors of Bim-Bcl-B binding, primary screen, biochemical, multiplexed, human Bcl-2 family | Bcl-2-like protein 10 (Homo sapiens), Q9HD36 | bead-based flow cytometry, Bim peptide-Bcl-B binding | inhibition, % at 10 µM | 190,000 tested, 0.073% active;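 further: 0% = tracer peptide without compound and 100% = reference inhibitor peptide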
Target sequence (Q9HD36 whole entry, looked up): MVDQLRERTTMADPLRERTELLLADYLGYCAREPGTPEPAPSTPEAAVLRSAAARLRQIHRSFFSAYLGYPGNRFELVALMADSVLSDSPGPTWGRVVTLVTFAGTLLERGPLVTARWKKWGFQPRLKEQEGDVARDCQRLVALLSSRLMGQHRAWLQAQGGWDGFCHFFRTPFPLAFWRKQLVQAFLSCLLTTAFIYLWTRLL
Mcl-1 Bim block: inhibitors of Bim peptide binding to Mcl-1, primary screen, biochemical, bead-based flow cytometry, multiplex; Induced myeloid leukemia cell differentiation protein Mcl-1 (Homo sapiens), Q07820; Bim peptide-Mcl-1 binding; inhibition, % at 10 µM; 190,000 tested, 0.1% active;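 further: 0% = no compound tracer wells and 100% = peptide blocker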
Bfl-1 Bim block: inhibitors of Bim binding to Bfl-1, primary screen, biochemical, multiplexed, bead-based flow cytometry. inhibition, % at 10 µM. Bcl-2-related protein A1 (Homo sapiens), Q16548. 190,000 tested, 0.12% active. Bim-Bfl-1 binding inhibition;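 further: 0% = wells without compound plus tracer and 100% = blocker peptide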
Bcl-2 Bim block: inhibitors of Bim-Bcl-2 binding, primary screen, biochemical, multiplexed, human Bcl-2 family | 190,000 tested, 0.06% active | Bead-based flow cytometry, Bim peptide-Bcl-2 binding | inhibition, % at 10 µM; in the data active means inhibition above about 40%;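 further: 0% = no compound wells with probe peptide and 100% = reference peptide inhibitor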
Bim-Bcl-XL: inhibitors of Bim-Bcl-XL binding, primary screen, biochemical, multiplexed, bead flow cytometry, human Bcl-XL; Bim peptide-Bcl-XL binding, fluorescence; 190,000 tested, 0.04% active; Bcl-2-like protein 1 (Homo sapiens), Q07817; inhibition, % at 10 µM
Target sequence (Q07817 whole entry, looked up): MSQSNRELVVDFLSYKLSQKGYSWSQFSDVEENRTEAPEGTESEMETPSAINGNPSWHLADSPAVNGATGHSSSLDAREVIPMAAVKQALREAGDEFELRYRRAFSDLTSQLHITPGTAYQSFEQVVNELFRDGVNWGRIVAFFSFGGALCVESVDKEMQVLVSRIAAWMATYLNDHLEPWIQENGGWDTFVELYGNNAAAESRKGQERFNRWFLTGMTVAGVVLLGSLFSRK
An asterisk follows results filed as active. Unless noted, no stated cut-off is given here; in the data, active means inhibition above about 40%.

SMILES | GSH bead fluor | RGS8-Gao | RGS7-Gao reg | Mcl1-Bid inh | RGS4-Gao reg | Bim-Bcl-W | Bcl-B Bim block | Mcl-1 Bim block | Bfl-1 Bim block | Bcl-2 Bim block | Bim-Bcl-XL
CCN(CC)CCCNC(=O)C1c2ccccc2C(=O)N(C)C1c1ccc(OC)cc1 (stereo not drawn) | 36 | 100 | 96 | -7 | 99 | 0 | -12 | -2 | -12 | -8 | 0
CCn1c(SC(C)C(=O)O)nnc1-c1cccnc1 (stereo not drawn) | 55 | 101 | 100 | -21 | 98 | 4 | -7 | 1 | -11 | -8 | 5
Cc1ccc(NC(=O)CCOc2ccccc2C)cc1F | 17 | 102 | 96 | -2 | 96 | 2 | -1 | 2 | -2 | 0 | -1
Cn1c(/C=C/c2cccc([N+](=O)[O-])c2)nc2ccccc2c1=O | 9 | 103 | 102 | 5 | 106 | -2 | -5 | 0 | -6 | -3 | -1
CCCCCCC(=O)Nc1ccc(C(=O)N/N=C/c2cccnc2)cc1 | 12 | 100 | 95 | -12 | 97 | -2 | 0 | 0 | 0 | 0 | 0
O=C(CCN1CCN(c2ccccc2)CC1)Nc1ccccc1F | 35 | 102 | 98 | -14 | 103 | 1 | -5 | 0 | -13 | -9 | 0
CCCOC(=O)C1C2C=CC(C2)C1C(=O)OCC(=O)c1ccccc1 (stereo not drawn) | 21 | 99 | 101 | -34 | 96 | 3 | -1 | 0 | 4 | 2 | 3
COc1cccc(CNC2CCCc3ccccc32)c1OC (stereo not drawn) | 13 | 101 | 102 | 6 | 99 | -4 | -5 | 0 | -1 | 0 | -5
O=C(COc1ccc(Cl)cc1)NCCCn1ccnc1 | 29 | 115 | 108 | -28 | 106 | 0 | -3 | -3 | -2 | 0 | -3
Cc1nc2ncnn2c(C)c1CCC(=O)N1CCCCC1 | 24 | 104 | 102 | -23 | 101 | -1 | -6 | -1 | -18 | -10 | -9
CCn1c(=S)sc2c(=O)n(-c3ccccc3)c(SCC(=O)NCc3ccco3)nc21 | 14 | 101 | 101 | -10 | 98 | -5 | -11 | -2 | -3 | -7 | -6
CCC1CCCCN1C(=O)CSc1nc(N)cc(N)n1 (stereo not drawn) | 13 | 100 | 97 | -41 | 100 | 0 | 1 | 1 | -1 | 0 | 3
Oc1ccccc1N1CCN(CC(O)COCc2ccccc2Cl)CC1 (stereo not drawn) | 12 | 98 | 103 | 18 | 97 | -4 | -3 | -2 | -5 | -2 | -1
COc1ccc(N2CCN(c3nc4ccccc4nc3NS(=O)(=O)c3ccccc3)CC2)cc1 | 11 | 108 | 107 | -13 | 106 | 0 | -3 | -2 | -1 | -3 | -4
O=C(CCc1nc2ccccc2s1)OCc1ccccc1 | 6 | 102 | 105 | -8 | 104 | -3 | -6 | -5 | -1 | 0 | -7
O=C(Nc1ccccc1C(=O)NCc1ccc(Cl)cc1)c1ccco1 | 30 | 99 | 98 | 4 | 100 | 1 | -1 | 1 | -4 | -1 | -8
CCCn1c(SCC(=O)Nc2cc(Cl)ccc2OC)n[nH]c1=O | 57 | 98 | 100 | -20 | 99 | -1 | -7 | -2 | -12 | -8 | -3
Cc1nn(CC(C)C)c(=S)[nH]c1=O | 52 | 106 | 108 | -2 | 109 | -2 | -8 | 0 | -2 | -5 | 5
CC(C)C(=O)Nc1cccc(C(=O)NCc2ccc3c(c2)OCO3)c1 | 36 | 102 | 101 | -7 | 100 | -26 | -39 | -31 | -22 | -28 | -25
COc1cc(CN2CCN(S(=O)(=O)c3ccc(F)cc3)CC2)cc(OC)c1OC | 12 | 99 | 98 | 8 | 98 | 1 | -13 | -4 | -15 | -9 | -11
Cc1ccc(NS(=O)(=O)N(C)C)cc1 | 14 | 105 | 103 | -10 | 100 | -4 | -6 | -6 | -3 | -3 | -8
O=c1cc(CN2CCN(Cc3ccccc3)CC2)c2cc(Cl)ccc2o1 | 67 | 102 | 102 | -11 | 99 | 0 | -4 | 1 | -3 | -3 | -1
Cc1cc(C)c(C#N)c(N2CCCC(C(N)=O)C2)n1 (stereo not drawn) | 13 | 98 | 95 | 0 | 98 | 0 | 0 | 0 | 0 | 0 | 0
O=c1c2ccccc2nc(COc2ccccc2)n1/N=C/c1c[nH]c2ccccc12 | 11 | 102 | 100 | 16 | 101 | -4 | -7 | -2 | -8 | -5 | -5
Cc1cc(C)cc(N=C2NC(=O)/C(=C/c3cccs3)S2)c1 | 12 | 99 | 98 | -5 | 98 | -1 | -10 | -2 | -14 | -10 | -3

Profiles, quoted from the list.
`CCn1c(SC(C)C(=O)O)nnc1-c1cccnc1` (stereo not drawn) across the screens: GSH bead fluor: 55; RGS8-Gao: 101; RGS7-Gao reg: 100; Mcl1-Bid inh: -21; RGS4-Gao reg: 98; Bim-Bcl-W: 4; Bcl-B Bim block: -7; Mcl-1 Bim block: 1; Bfl-1 Bim block: -11; Bcl-2 Bim block: -8; Bim-Bcl-XL: 5
`CCCn1c(SCC(=O)Nc2cc(Cl)ccc2OC)n[nH]c1=O` across the screens: GSH bead fluor: 57; RGS8-Gao: 98; RGS7-Gao reg: 100; Mcl1-Bid inh: -20; RGS4-Gao reg: 99; Bim-Bcl-W: -1; Bcl-B Bim block: -7; Mcl-1 Bim block: -2; Bfl-1 Bim block: -12; Bcl-2 Bim block: -8; Bim-Bcl-XL: -3
`CCN(CC)CCCNC(=O)C1c2ccccc2C(=O)N(C)C1c1ccc(OC)cc1` (stereo not drawn) across the screens: GSH bead fluor: 36; RGS8-Gao: 100; RGS7-Gao reg: 96; Mcl1-Bid inh: -7; RGS4-Gao reg: 99; Bim-Bcl-W: 0; Bcl-B Bim block: -12; Mcl-1 Bim block: -2; Bfl-1 Bim block: -12; Bcl-2 Bim block: -8; Bim-Bcl-XL: 0

The results go on:
SMILES | GSH bead fluor | RGS8-Gao | RGS7-Gao reg | Mcl1-Bid inh | RGS4-Gao reg | Bim-Bcl-W | Bcl-B Bim block | Mcl-1 Bim block | Bfl-1 Bim block | Bcl-2 Bim block | Bim-Bcl-XL
CCCCCOc1ccc(C(=O)NC(C(=O)O)C(C)C)cc1 (stereo not drawn) | 16 | 102 | 103 | -30 | 99 | 0 | -2 | -1 | 0 | -1 | 0
CCOC(=O)c1ccc(Cn2cnc3ccccc3c2=O)cc1 | 44 | 103 | 98 | 9 | 97 | 0 | -6 | -2 | -9 | -9 | -13
O=C(COC(=O)c1ccc(NS(=O)(=O)c2ccc3c(c2)OCCO3)cc1)NC1CC1 | 29 | 101 | 100 | 5 | 99 | 0 | -7 | 0 | -11 | -8 | -10
COc1ccccc1CNC(=O)CSc1nnc2c(Cl)cc(C(F)(F)F)cn12 | 11 | 123 | 125 | 0 | 120 | -2 | -3 | 0 | -17 | -5 | -5
CCCCn1[nH]c(-c2ccccc2)cc1=O | 5 | 100 | 103 | -47 | 101 | 0 | 0 | 0 | 1 | 0 | -2
CSCC(=O)N1CCCC(CNC(=O)c2ccc(-c3ccccc3)cc2)C1 (stereo not drawn) | 26 | 102 | 97 | -29 | 101 | 1 | -3 | 0 | -7 | 0 | 0
CCc1c(C)c2ccc(OCC(N)=O)cc2oc1=O | 12 | 93 | 99 | 4 | 100 | -3 | -7 | -3 | -2 | -6 | 0
CCNC(=O)O/N=C(\C)c1sc(-c2ccc(Cl)cc2)nc1C | 20 | 94 | 97 | -26 | 98 | 7 | 3 | -4 | 4 | 6 | 3
Cc1nnc(NC(=O)C2CCN(S(=O)(=O)c3ccc(Cl)cc3)CC2)s1 | 14 | 100 | 100 | -5 | 96 | 5 | 5 | -2 | 7 | 1 | 2
Cc1cccc(NC(=S)c2nc3ccccc3s2)c1 | 39 | 98 | 97 | 103* | 99 | -1 | -9 | -1 | -11 | -9 | -3
CC(NC(=O)c1ccco1)C(c1cccs1)N1CCN(c2ccccc2F)CC1 (stereo not drawn) | 22 | 99 | 100 | 0 | 101 | -4 | 1 | 2 | -4 | -5 | 0
CCOC(=O)C1CCN(C(=O)CSc2cc(=O)n(CC)c3ccccc23)CC1 | 15 | 99 | 104 | 7 | 104 | -2 | -3 | -1 | 1 | -2 | -1
Cc1ccc(CNS(=O)(=O)/C=C/c2ccc3c(c2)OCO3)cc1 | 12 | 104 | 110 | 20 | 103 | -3 | -4 | -3 | 0 | 0 | -1
CCOc1ccccc1C1CC(=O)NC2=C1C(=O)CC(C)(C)C2 (stereo not drawn) | 28 | 103 | 98 | -7 | 97 | -5 | -8 | -8 | -9 | -9 | -8
CN(C)c1ccc(CN2CCC(C(N)=O)CC2)cc1 | 17 | 101 | 101 | -2 | 99 | 0 | -2 | -1 | -4 | -3 | 0
Cc1cc(C)c2nc(SCC(=O)Nc3ccc(S(=O)(=O)N4CCCC4)cc3)c(C)cc2c1 | 24 | 101 | 103 | -33 | 107 | 0 | -5 | 0 | -8 | -5 | 0
CN(C)/C=N/c1ncc(C(=O)c2ccc(Cl)cc2)s1 | 16 | 101 | 98 | -9 | 100 | -1 | -1 | 0 | -1 | 0 | 2
O=C(/C=C/c1ccco1)NC(=S)Nc1nc(-c2ccc(Cl)cc2)cs1 | 10 | 94 | 91 | 1 | 93 | -2 | -4 | 0 | -2 | -1 | -4
O=C(CCNC(=O)c1ccc([N+](=O)[O-])cc1)N/N=C/c1ccc(F)cc1 | 8 | 102 | 99 | -5 | 100 | -3 | -5 | 0 | -7 | -5 | -1
Cc1ccc(-c2nnn(CC(=O)N(CC(=O)NC3CCCC3)c3cnc4ccccc4c3)n2)o1 | 26 | 100 | 101 | -13 | 100 | -9 | -5 | -3 | -16 | -5 | -9
CC(=O)N1CCN(c2ccc([N+](=O)[O-])cc2)CC1 | 13 | 104 | 99 | 2 | 102 | 1 | -2 | 1 | -2 | -2 | 1
COc1ccc(/C=N/NC(=O)CC(=O)N/N=C/c2ccc(OC)cc2)cc1 | 14 | 120 | 108 | -1 | 110 | 1 | -1 | 0 | -4 | -3 | -1
O=C(COC(=O)CNS(=O)(=O)c1c(Cl)cccc1Cl)Nc1cccnc1Cl | 9 | 100 | 100 | -38 | 99 | 0 | 0 | 0 | 1 | 2 | -1
COCc1cc(=O)[nH]c(Nc2nc(C)c3cc(OC)ccc3n2)n1 | 32 | 100 | 97 | -5 | 98 | 0 | -2 | 0 | -14 | -7 | -2
Cc1ccnc(NS(=O)(=O)c2ccc(NC(=O)c3ccc4c(c3)OCCO4)cc2)n1 | 8 | 100 | 98 | -4 | 99 | -2 | 0 | -1 | 2 | 4 | -3
Fc1ccc(NC(=S)Nc2cccnc2)c(F)c1F | 15 | 98 | 97 | -42 | 100 | -4 | -6 | -1 | -3 | -1 | -4
O=C(CCOc1ccccc1)OCC(=O)c1cc2ccccc2o1 | 8 | 99 | 97 | -17 | 100 | -1 | -2 | -2 | -2 | 0 | -6
CC(C)C(=O)NCCc1c[nH]c2ccccc12 | 2 | 100 | 100 | -64 | 104 | -1 | 0 | -2 | 0 | 1 | -1

Rows were taken by chance. About 1.8% of those tested had a hit in this group.
